Tau fluor cs = counter-screen for tau fibril formation inhibitors. tau K18 P301L Alexa594 fluorescence, heparin fibrillization. Potency, µM (titrated, usually from 57.7 µM), for the others: at the top dose activity change, negative = decrease. 280,000 tested, 0.93% active; also: potency is read from the fitted curve at half-maximal effect; % is scaled to controls: 0 for no effect and ±100 for the full control effect; nearly all actives have a fitted effect of over 55% in size
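Human tau K18 P301L (15 uM unlabeled, 0.24 uM Alexa 594-labeled) in 100 mM sodium acetate pH 7 with 20 uM heparin, 6 hr at 37 C. ThT 30 uM added, 1 hr ambient; Alexa 594 FP and total fluorescence read at 555/632 nm.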
NPSR antag = blocks cAMP signaling of the human neuropeptide S receptor; AID 1461; CHO-NPSR cells, cAMP TR-FRET, antagonist mode; Potency, µM (highest dose often 38.3 µM), for inactives: at the highest dose activity change, negative = inhibition, hits mostly inhibitors; 220,000 tested, 1% active; Q6W5P4; also: potency is read from the fitted curve at half-maximal effect; % is scaled to controls: 0 for no effect and ±100 for the full control effect; nearly all actives have a fitted effect of over 50% in size; many of its hits are not listed in these tables
Target sequence (Q6W5P4 whole entry, looked up): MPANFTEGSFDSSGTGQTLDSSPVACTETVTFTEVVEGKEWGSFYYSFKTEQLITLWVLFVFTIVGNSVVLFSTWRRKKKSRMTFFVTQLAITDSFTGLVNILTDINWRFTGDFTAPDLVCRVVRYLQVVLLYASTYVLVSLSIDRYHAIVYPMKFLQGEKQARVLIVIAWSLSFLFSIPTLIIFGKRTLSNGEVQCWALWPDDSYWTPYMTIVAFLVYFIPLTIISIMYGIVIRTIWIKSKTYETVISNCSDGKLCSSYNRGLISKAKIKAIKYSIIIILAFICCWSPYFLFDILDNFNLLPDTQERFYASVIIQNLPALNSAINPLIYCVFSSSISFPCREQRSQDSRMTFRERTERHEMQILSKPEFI
TRb SRC2 PPI = disrupts binding of human TR beta to SRC2; P10828; TRbeta-SRC2 peptide binding, fluorescence polarization; receptor liganded with 1 µM T3; Potency, µM (titrated, usually from 106 µM), without a hit: top-dose activity change, negative = inhibition, usual class: inhibitors; 280,000 tested, 0.065% active;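 also: potency is read from the fitted curve at half-maximal effect; plate controls were bound peptide for no effect and peptide without receptor for full effect; nearly all actives have a fitted effect of over 50% in size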
Target sequence (P10828 whole entry, looked up): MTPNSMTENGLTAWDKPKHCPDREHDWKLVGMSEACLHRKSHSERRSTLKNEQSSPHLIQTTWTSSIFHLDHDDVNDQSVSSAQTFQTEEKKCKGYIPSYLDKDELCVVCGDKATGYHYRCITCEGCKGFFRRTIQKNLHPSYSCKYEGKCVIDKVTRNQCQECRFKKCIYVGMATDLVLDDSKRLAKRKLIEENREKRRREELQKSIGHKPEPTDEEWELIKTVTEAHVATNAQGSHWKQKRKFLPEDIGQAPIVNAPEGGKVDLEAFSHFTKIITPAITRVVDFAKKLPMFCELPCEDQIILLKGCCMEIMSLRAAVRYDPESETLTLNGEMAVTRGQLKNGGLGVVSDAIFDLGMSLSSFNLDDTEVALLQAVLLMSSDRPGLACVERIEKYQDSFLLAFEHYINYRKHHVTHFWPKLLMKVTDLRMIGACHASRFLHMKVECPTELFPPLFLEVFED
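Quantitative HTS by FP: 0.6 uM TRb LBD, 20 nM labeled SRC2 20-mer, 1 uM T3, 5% DMSO; 5 hr ambient incubation; % activity per concentration and potencies from concentration series.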
Tau fibril FP = tau fibrillization inhibition (FP) | P10636 | K18 P301L tau heparin fibrillization, Alexa594 FP, 6 h | Potency, µM (series often up to 57.7 µM), inactives show top-dose activity, negative = inhibition, usual class: inhibitors | 280,000 tested, 0.39% active; also: potency is read from the fitted curve at half-maximal effect; % is scaled to controls: 0 for no effect and ±100 for the full control effect; nearly all actives have a fitted effect of over 55% in size
Target sequence (P10636 561-689 P618L limits assumed): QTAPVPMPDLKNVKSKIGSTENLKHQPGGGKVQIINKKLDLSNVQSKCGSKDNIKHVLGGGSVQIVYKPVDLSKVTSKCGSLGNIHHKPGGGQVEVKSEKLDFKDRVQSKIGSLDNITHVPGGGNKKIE
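Read-out: fluorescence polarization of Alexa 594-labeled tau (0.24 uM), 555 nm excitation, 632 nm emission. Mixtures held 15 uM unlabeled K18 P301L, compound and 20 uM heparin, pH 7 acetate buffer, incubated 6 hr at 37 C.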
CBFb-RUNX1 inh = inhibitors of human CBF-beta and RUNX1 interaction | Q01196+Q13951 | AlphaScreen CBFb-His/RUNX1-biotin binding, biochemical | Potency, µM (highest dose often 59.8 µM), inactives show top-dose activity, negative = inhibition, most hits filed as inhibitors | 230,000 tested, under 10 active | AID 1477; also: % of control where 0% means no effect
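Inhibition was taken as any reduction in AlphaScreen signal from the CBF-beta–RUNX1 pair (His and biotin tags, 30 nM each), measured after compound (15 min) and bead (90 min) incubations at room temperature.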
TexasRed fluor = alters Texas Red total fluorescence, flagging assay interference; Potency, µM (top dose mostly 106 µM), for inactives: top-dose fluorescence change, negative = quenching; TRb/SRC2 Texas Red total fluorescence interference; AID 1479; 280,000 tested, 0.29% active; active = well fitted curve in either direction with a large enough effect; inconclusive = small, poorly fitted or top-dose-only effect; also: potency is read from the fitted curve at half-maximal effect; % is scaled to controls: 0 for no effect and ±100 for the full control effect
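Human TRb ligand-binding domain at 0.6 uM with 20 nM Texas Red SRC2 peptide in Tris buffer containing 1 uM T3 and 5% DMSO, incubated with compound 5 h at ambient temperature. Total fluorescence (555/632 nm) calculated as parallel + 2 × perpendicular.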
Epigenetic reg = epigenetic control regulation, reporter derepression. murine LDR cells, GFP reporter derepression, 30 h. Potency, µM (doses to about 53.9 µM), without a hit: at the highest dose GFP activation, hits mostly activators. 280,000 tested, 0.2% active. AID 1865; also: potency is read from the fitted curve at half-maximal effect; % of control where 0% means no effect; nearly all actives have a fitted effect of over 60% in size
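Derepression of a silenced CMV-GFP reporter in murine LDR cells is scored by enumerating GFP-positive cells with a laser-scanning microplate cytometer after 30 hours of treatment at 37 C.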
aGal spleen mod = inhibitors or activators of human alpha-galactosidase in spleen homogenate; P06280; human spleen homogenate, 4MU-alpha-Gal fluorescence, 40 min; Potency, µM (doses to about 80 µM), inactives show at the top dose activity change, negative = inhibition, actives largely listed as inhibitors; 240,000 tested, 0.008% active; AID 2107;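 also: potency is read from the fitted curve at half-maximal effect; 0% = enzyme with vehicle and -100% = no enzyme basal signal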
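Human spleen homogenate (1 ug) as enzyme source, 4-methylumbelliferyl-alpha-D-galactopyranoside 1 mM final, citrate/phosphate pH 5.0 with 0.01% Tween-20. Compounds 40 min at 37C, NaOH/glycine stop; fluorescence Ex 365/Em 440, Hill-fit AC50.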
Numbers without * were called inactive; ? = inconclusive; . = no result given; & = joins results of further samples; [ ] = dose if it differs, or a comment. Unless noted, calls follow the shape of the dose curve; as a rule, active = well fitted curve in the direction sought with a large enough effect; inconclusive = small, poorly fitted or top-dose-only effect, or another doubt; inactive = no such curve, though single readings can be large; an effect the other way counts as inactive or inconclusive. These rows are one share of the data (hit frequency here may not be typical).

Results follow in this order: Tau fluor cs | NPSR antag | TexasRed fluor | TRb SRC2 PPI | aGal spleen mod | Epigenetic reg | CBFb-RUNX1 inh | Tau fibril FP
Cc1c(N2C(=O)c3ccc(F)cc3C2=O)c(=O)n(-c2ccccc2)n1C
→ 2% | 7%[46.1 µM] | -4% | 5% | -14% | -0.8% | -8% | 7%
CC(=N\Nc1ccc(Cl)cc1)/C(=N/O)C(=O)Nc1ccccc1
→ ? | -12%[46.1 µM] | 1% | 1% | 2% | -1.0% | 0% | 17%
COc1ccccc1NC(=O)c1c(NCc2sccc2C)sc2c1CCCCC2
→ -19% | . | -2% | 2% | . | 11% | . | 0%
CCCCOC(=O)Nc1cccc(C(=O)OCC)c1
→ -8% | 0%[46.1 µM] | 0% | 1% | -5% | 5.6% | 9% | -3%
O=C(c1ccc2c(c1)N(Cc1cccc(F)c1)C(=O)c1ccccc1S2)N1CCCC1
→ -8% | . | 4% | 0% | . | -1.1% | . | -2%
O=C(CCCCO)CCCCCCCC[C@H]1N[C@H](CO)[C@H](O)[C@@H]1O[C@@H]1O[C@H](CO)[C@@H](O)[C@H](O)[C@H]1O
→ -4% | -8% | -6% | 1% | 2% | 0.0% | -8% | -4%
COc1cc(/C=N\NC(=O)c2ccc(Cn3cc(Br)c([N+](=O)[O-])n3)o2)cc(OC)c1O
→ -13% | -12% | -9% | 1% | 0% | 3.8% | -2% | 12%
C[C@@H](C(=O)Nc1ccc2ccccc2c1)[C@@H]1C[C@@]1(C)[C@@H](NS(=O)(=O)c1ccccc1)c1ccccc1
→ ? | . | 2% | 2% | -1% | 4.1% | 1% | ?
O=C(COc1cnc2ccccc2n1)NCCC1=CCCCC1
→ 0% | -9%[46.1 µM] | -5% | -3% | -1% | -2.1% | 2% | 0%
O=C(COc1ccccc1)NCc1ccc2c(c1)CCN2C(=O)c1ccccc1
→ 0% | . | 0% | 2% | . | 3.9% | . | 2%
CN(C)c1ccnc(-c2ccccc2C(F)(F)F)n1
→ 2% | . | -3% | -9% | 11% | 2.0% | . | 8%
COCCn1c(SCC(=O)c2c(C)[nH]c3ccccc23)nc2cc(C(=O)NC(C)C)ccc2c1=O
→ 0% | . | 1% | 0% | . | 3.2% | . | 8%
Cc1ccc(N2CC(NC(=O)C3CCCCC3)CC2=O)cc1C (stereo not given)
→ -7% | . | 0% | 5% | . | 3.2% | . | 2%
OC(CNC1CCCCC1)CNC1CCCCC1
→ -7% | 9% | 0% | 5% | 3% | 1.1% | 4% | -5%
Cc1ccc(S(=O)(=O)Nc2ccc3c(c2)CCC3)cc1C
→ -22% | -17%[46.1 µM] | -10% | 6% | -1% | 0.0% | 10% | -2%
CCOC(=O)c1c(NC(=O)OC)sc(C(=O)N(C)C)c1C
→ 0% | -4%[46.1 µM] | 0% | 5% | 12% | 7.9% | 6% | -4%
O=C(O)C1CCC(Cn2c(SCc3cc(=O)n4ccccc4n3)nc3ccsc3c2=O)CC1 (stereo not given)
→ -1% | 10% | -1% | 6% | -1% | 2.4% | 1% | 3%
Cc1nnc(NC(=O)CSc2nc3c([nH]c4ccccc43)c(=O)n2-c2ccc(Cl)cc2)s1
→ -6% | . | -3% | 3% | . | 2.2% | . | ?
CCc1cc2c(cc3c(=O)n(CC(=O)NCc4cccc(Cl)c4)nc(CC)n32)s1
→ -2% | . | 5% | 9% | . | 0.0% | . | -1%
O=C(OCCN1CCCCC1)c1ccc(O)cc1
→ 4% | -7%[46.1 µM] | 3% | -15% | -6% | 2.6% | 20% | 9%
C1CN(CC23CC4CC(CC(C4)C2)C3)CCO1
→ -5% | 7%[46.1 µM] | 0% | -6% | -4% | 2.3% | 4% | -8%
COc1ccc2nc(N3C(=O)/C(=C/c4ccccc4)NC3=S)sc2c1
→ ? | -10% | -2%[53 µM] | -2%[53 µM] | -2% | 9.0% | 5% | -3%
COc1cc2oc(=O)cc(-c3ccc(-c4ccc(OC(F)(F)F)cc4)cc3)c2c(OC)c1OC
→ -12% | . | 3% | 0% | -4% | -0.8% | -1% | 14%
CC(NC(=O)c1ccco1)C1COc2ccccc2O1 (stereo not given)
→ -6% | -3%[46.1 µM] | -8% | -7% | -1% | -2.3% | -8% | -5%
CSc1ccc2c(c1)[C@H](N1CCN(C)CC1)Cc1ccccc1S2
→ -15% | . | -1% | 1% | 8% | 2.1% | -12%&-6%[21.7 µM] | 0%
Nc1ccccc1NC(=O)c1ccc(CNC(=O)OCc2cccnc2)cc1
→ . | . | -2% | 0% | -4% | . | 23% | .
CC(C)(C)c1cc(NC(=O)c2cc(F)c(F)c(F)c2F)no1
→ 4% | -10%[46.1 µM] | -2% | -4% | 0% | 0.0% | 15% | 5%
CC(=O)c1ccc(S(=O)(=O)N2CCCC2)cc1
→ -14% | -3%[46.1 µM] | -6% | -4% | -17% | -2.9% | 8% | -8%
Cn1c(=O)n(CCOc2ccc([N+](=O)[O-])cc2)c2ccccc21
→ -13% | 3% | -3% | 0% | 4% | -1.9% | -2% | -1%
CCOC(=O)c1c(SC)[nH]c2c(Cl)cccc2c1=O
→ -4% | 8%[7.67 µM] | -2% | -1% | 20% | -0.3% | 4% | 4%
CNC(=O)c1cnc2sc(N3CCCCCC3)nn2c1=O
→ -2% | . | ? | -17% | . | 0.0% | . | -3%
COCCCNC(=O)CC(NS(=O)(=O)c1ccc(C)cc1)c1ccc(OC)cc1 (stereo not given)
→ -6% | 4%[46.1 µM] | 0% | 2% | 3% | 0.0% | 3% | 0%
O=C(Oc1cccc(-n2cnnn2)c1)c1ccccc1
→ 2% | 5% | 0% | 0% | -2% | -0.7% | 6% | 4%
COC(=O)CSCC(=O)Nc1cc2c(cc1C(C)=O)OCO2
→ 2% | ? | 0% | -4% | -5% | 0.0% | 2% | 0%
NC(=S)Nc1ncc(C(F)(F)F)cc1Cl
→ -11% | 15% | -2% | -4% | -5% | 1.1% | 0% | -13%
O=C(Nc1nc(-c2ccc(Cl)cc2)cs1)C1CCCO1 (stereo not given)
→ -8% | -14% | -1% | -4% | 1% | -3.4% | 1% | 6%
CCOC(=O)C(Cc1ccccc1)NS(=O)(=O)c1ccc(NC(C)=O)cc1 (stereo not given)
→ 1% | -6%[46.1 µM] | -2% | -10% | 11% | -0.9% | 2% | -2%
O=C(CSc1nnc(Cc2cccs2)n1Cc1ccco1)Nc1ccc(Cl)cc1Cl
→ -6% | -25%[46.1 µM] | -2% | ? | -14% | 2.9% | -15% | 4%
Cc1ccc(Cc2c[nH]c(=S)s2)cc1
→ -16% | -4% | -1% | 2% | 9% | -0.1% | -4% | 0%
O=C1C(Cl)=C(NCC2CCCO2)C(=O)N1c1ccccc1 (stereo not given)
→ -11% | 2%[46.1 µM] | 2% | -2% | -2% | 0.0% | 2% | 1%

Reformatted field by field: part of the list above.
SMILES: O=C(COc1cnc2ccccc2n1)NCCC1=CCCCC1
- Tau fluor cs: 0%
- NPSR antag: -9%[46.1 µM]
- TexasRed fluor: -5%
- TRb SRC2 PPI: -3%
- aGal spleen mod: -1%
- Epigenetic reg: -2.1%
- CBFb-RUNX1 inh: 2%
- Tau fibril FP: 0%

SMILES: CSc1ccc2c(c1)[C@H](N1CCN(C)CC1)Cc1ccccc1S2
- Tau fluor cs: -15%
- NPSR antag: .
- TexasRed fluor: -1%
- TRb SRC2 PPI: 1%
- aGal spleen mod: 8%
- Epigenetic reg: 2.1%
- CBFb-RUNX1 inh: -12%&-6%[21.7 µM]
- Tau fibril FP: 0%

SMILES: CCOC(=O)c1c(NC(=O)OC)sc(C(=O)N(C)C)c1C
- Tau fluor cs: 0%
- NPSR antag: -4%[46.1 µM]
- TexasRed fluor: 0%
- TRb SRC2 PPI: 5%
- aGal spleen mod: 12%
- Epigenetic reg: 7.9%
- CBFb-RUNX1 inh: 6%
- Tau fibril FP: -4%

SMILES: O=C1C(Cl)=C(NCC2CCCO2)C(=O)N1c1ccccc1 (stereo not given)
- Tau fluor cs: -11%
- NPSR antag: 2%[46.1 µM]
- TexasRed fluor: 2%
- TRb SRC2 PPI: -2%
- aGal spleen mod: -2%
- Epigenetic reg: 0.0%
- CBFb-RUNX1 inh: 2%
- Tau fibril FP: 1%

Going on with the list.
Results follow in this order: Tau fluor cs | NPSR antag | TexasRed fluor | TRb SRC2 PPI | aGal spleen mod | Epigenetic reg | CBFb-RUNX1 inh | Tau fibril FP
O=C(Cn1c(=O)c2c(ncn2Cc2ccccc2)n(Cc2ccccc2)c1=O)NC1CC1
→ -5% | -17%[46.1 µM] | 1% | 7% | 3% | 0.0% | 4% | -4%
CCOc1ccccc1NC(=O)CSc1nc2cc(OC)c(OC)cc2c2nc(-c3ccccc3)nn12
→ -16% | . | 2% | -4% | . | 2.4% | . | -8%
CC(C)(C#CCN1CCCCC1)OCCOC(c1ccccc1)c1ccccc1
→ 6% | -30% | -1% | 9% | 0% | -3.2% | 7% | 3%
CSc1ncc(C(=O)NCc2ccccc2)c(-c2ccccc2)n1
→ -12% | . | ? | -2% | . | -1.2% | . | -5%
COc1ccc2cc1Oc1ccc(cc1)CC1c3c(cc(OC)c4c3Oc3cc5c(cc3O4)CCNC5C2)CCN1C (stereo not given)
→ -28% | ? | -1% | 7% | -10% | 1.1% | ? | -1%
CN(C)c1ccc(P(=O)(COc2ccc([N+](=O)[O-])cc2)c2ccc(N(C)C)cc2)cc1
→ -21% | 17% | -3% | -3% | 11% | 11% | 15% | 1%
Cc1nc2c(C(=O)NCc3ccccc3)c[nH]n2c(=O)c1Cl
→ -4% | -17%[46.1 µM] | -3% | 4% | -7% | -0.9% | 4% | 1%

Complete entries from above:
Shown for `COc1ccc2cc1Oc1ccc(cc1)CC1c3c(cc(OC)c4c3Oc3cc5c(cc3O4)CCNC5C2)CCN1C` (stereo not given) = Tau fluor cs: -28%; NPSR antag: ?; TexasRed fluor: -1%; TRb SRC2 PPI: 7%; aGal spleen mod: -10%; Epigenetic reg: 1.1%; CBFb-RUNX1 inh: ?; Tau fibril FP: -1%
Shown for `CC(C)(C#CCN1CCCCC1)OCCOC(c1ccccc1)c1ccccc1` = Tau fluor cs: 6%; NPSR antag: -30%; TexasRed fluor: -1%; TRb SRC2 PPI: 9%; aGal spleen mod: 0%; Epigenetic reg: -3.2%; CBFb-RUNX1 inh: 7%; Tau fibril FP: 3%
